RBX1-CUL1 inh: blocks human RBX1-Cullin-1 di-ubiquitin formation. hit rate 0.6% among 140,000. inhibition, % at 10 µM. in vitro K48 di-Ub FRET, acceptor:donor ratio, 45 min. AID 1347404; in the data active = inhibition above about 25%
Target sequence (P62877 whole entry, looked up): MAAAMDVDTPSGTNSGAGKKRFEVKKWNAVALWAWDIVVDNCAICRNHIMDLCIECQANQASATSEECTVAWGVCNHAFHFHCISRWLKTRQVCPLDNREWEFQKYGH
Target sequence (Q13616 whole entry, looked up): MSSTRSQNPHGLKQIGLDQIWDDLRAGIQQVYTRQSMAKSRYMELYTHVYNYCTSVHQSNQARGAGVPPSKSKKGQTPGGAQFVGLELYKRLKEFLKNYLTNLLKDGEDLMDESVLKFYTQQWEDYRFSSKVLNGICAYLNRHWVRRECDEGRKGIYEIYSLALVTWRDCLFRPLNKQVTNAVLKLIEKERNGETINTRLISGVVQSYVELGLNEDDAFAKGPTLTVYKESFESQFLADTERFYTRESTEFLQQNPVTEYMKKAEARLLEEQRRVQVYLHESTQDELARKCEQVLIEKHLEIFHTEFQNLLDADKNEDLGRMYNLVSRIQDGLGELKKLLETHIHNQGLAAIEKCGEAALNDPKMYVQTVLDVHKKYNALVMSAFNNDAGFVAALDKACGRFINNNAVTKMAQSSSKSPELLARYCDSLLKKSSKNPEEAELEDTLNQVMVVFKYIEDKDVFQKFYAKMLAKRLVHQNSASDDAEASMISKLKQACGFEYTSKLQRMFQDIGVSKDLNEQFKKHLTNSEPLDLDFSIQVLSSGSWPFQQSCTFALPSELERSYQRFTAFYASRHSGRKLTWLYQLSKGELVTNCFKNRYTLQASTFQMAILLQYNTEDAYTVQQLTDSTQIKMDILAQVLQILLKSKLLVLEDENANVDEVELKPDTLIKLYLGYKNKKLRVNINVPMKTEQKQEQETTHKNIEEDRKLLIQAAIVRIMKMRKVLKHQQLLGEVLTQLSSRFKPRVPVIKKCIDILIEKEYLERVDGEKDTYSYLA
The depositor's hits bear a star. Some of the compounds tested; count on the stated rates, not on these rows.

smiles,RBX1-CUL1 inh
CCCCOC(=O)c1c2c(n3cc4ccccc4cc13)C(=O)c1ccccc1C2=O,7
CCc1ccccc1NC(=O)c1ccc([N+](=O)[O-])o1,-12
N=C1NC(=O)/C(=C\c2ccc(Cl)cc2Cl)S1,-12
Nc1nonc1Sc1nc2ccccc2[nH]1,0
CCOC(=O)c1cc(-c2ccccc2)n(CC(=O)Nc2ccccc2OCC)c1C,-9
CC1CN(CC(=O)Nc2c(Cl)cccc2Cl)CC(C)O1 (stereo not given),4
CCCc1nn(C)c(C(=O)Nc2ccccc2OC)c1Cl,0
COc1ccc(/C=C2/C(=N)N3N=C(C(C)C)SC3=NC2=O)cc1,9
COc1ccc(CCN=C(N)C(C)c2ccc(C(C)C)cc2)cc1OC (stereo not given),4
Cn1c(=O)c2c(ncn2CC(=O)Nc2nccs2)n(C)c1=O,-4
CCCCC1C(=O)n2nc(C)c(-c3ccc(Cl)cc3)c2N=C1C (stereo not given),1
CC(=O)n1nc(-c2cccnc2)nc1NCc1ccc(F)cc1,0
COc1cc(NC(=O)CN2CCN(CC(=O)Nc3ccc(F)cc3)CC2)cc(OC)c1,-10
CCC(Sc1nncn2c1cc1oc(C)cc12)C(=O)Nc1ccc(F)cc1 (stereo not given),-1
c1ccc2c(c1)CC(NCc1cccnc1N1CCOCC1)C2,-10
Cc1cccc(NC(=O)CCC(=O)O)c1C,6
O=C(CN1CCOCC1)NCC1(c2ccccc2)CCOCC1,6
CC(C)c1ccc(/C=C/C23NC(=O)CCN2c2ccccc2C3(C)C)cc1 (stereo not given),6
COc1cc(NC(=S)N2CCN(C(=O)C3CCCO3)CC2)c(OC)cc1Cl (stereo not given),4
COc1cccc(CCC2CCCN(C(=O)c3ocnc3C)C2)c1 (stereo not given),-1

Additional results follow:
smiles,RBX1-CUL1 inh
COc1ccc(OC(=O)C2OC3OC(C)(C)OC3C3OC(C)(C)OC23)cc1 (stereo not given),-1
Clc1ccccc1C=Nc1c(-c2ccccc2)c(-c2ccccc2)nn1-c1ccccc1,5
Cc1c(C(=O)NCc2ccc(N(C)C)cc2)oc2c1-c1nn(Cc3cccc(Cl)c3)cc1CC2,-2
CC1=NC2(CCCC2)Cc2ccccc21,0
Cc1ccc(CNC(=O)N=C2CN(CC(C)C)C(=O)c3ccccc32)cc1,2
Cc1cccc(NC(=O)CN2C(=O)C3C4C=CC(C5CC45)C3C2=O)c1 (stereo not given),14
O=S(=O)(Nc1ccc(-c2cn3cccnc3n2)cc1)c1ccc(-c2ccccc2)cc1,-8
CCCc1nn2c(=O)cc(COC(=O)c3ccccc3NC(=O)C3CCCCC3)nc2s1,-3
O=[N+]([O-])c1ccccc1NC1OC(CO)C(O)C(O)C1O (stereo not given),-5
O=C(NCCN1CCCC1=O)c1ccc2oc(Cc3ccccc3)nc2c1,6
CCc1noc(C)c1C(=O)Nc1ccc(OC)cc1,2
COc1cc(C)ccc1OCCSc1nc2ccc(NC(=O)c3ccc4c(c3)OCO4)cc2s1,-9
CN(C)C(=O)CCC(=O)NCc1cccnc1N(C)C1CCCCC1,-15
CCn1c(=O)c2c(nc3n2C(C)C(C)=NN3CCOC)n(C)c1=O (stereo not given),0
Cc1ccc(CCNC(=O)CCS(=O)(=O)c2cc3c(cc2Cl)NC(=O)CO3)cc1,-3
CCOc1ccc(OCC)c(NC(=O)c2cc3ccccn3n2)c1,6
CC1CCN(C(=O)Cn2cc(SCc3cccc(F)c3)c3ccccc32)CC1,-3
Cc1cn([C@@H]2c3ccccc3C3(CCNCC3)[C@H]2O)cn1,-6
Cc1cccc(N(CC(=O)Nc2cccc(Cl)c2C)S(C)(=O)=O)c1C,-5
O=C(c1cccnc1)N1CCN(c2nc(C3CCC3)nc3ccc(Cl)cc23)CC1,4

Copied from the list:
Result of COc1cc(C)ccc1OCCSc1nc2ccc(NC(=O)c3ccc4c(c3)OCO4)cc2s1 under RBX1-CUL1 inh: -9
Result of CCc1noc(C)c1C(=O)Nc1ccc(OC)cc1 under RBX1-CUL1 inh: 2
Result of O=S(=O)(Nc1ccc(-c2cn3cccnc3n2)cc1)c1ccc(-c2ccccc2)cc1 under RBX1-CUL1 inh: -8

Next part:
smiles,RBX1-CUL1 inh
CCOC(=O)c1cc(-c2ccc(C)cc2)n(CCC(=O)Nc2ccc(C(C)C)cc2)c1C,-2
COc1ccc(N2CCN(c3ncccc3-c3nc(-c4ccccc4C)no3)CC2)cc1,-2
CSc1cscc1S(=O)(=O)c1ccccc1,4
CCSc1nc2c([nH]c3ccccc32)c(=O)n1-c1ccc(F)cc1,-5
COc1ccc(N(Cc2cccs2)C(=O)c2ccc(OCC(C)C)cc2)cc1,-2
O=C(CSc1nc(-c2ccco2)nc2cc(=O)[nH]n12)Nc1ccccc1Cl,9
CCOC(=O)C1C(=O)NC(N2CCOCC2)=NC1c1ccc(C)cc1 (stereo not given),-8
O=C(CSc1c2c(nc3ccc(Cl)cc13)CCCC2)N1CCN(c2ccc(Cl)cc2)CC1,-7
O=C(Cn1cccn1)N1CCC(C2CCN(Cc3cccc(F)c3F)CC2)C1 (stereo not given),5
CC(C)CNC(=O)c1ccc(Cl)c(N)c1,3
Cc1ccc(S(=O)(=O)N2CC3(C)CN(S(=O)(=O)c4ccc(C)cc4)CC(C)(C2)C3=O)cc1,11
O=C(CCC(=O)NNC(=O)CCc1ccccc1)NCc1ccccc1,-6
Cc1nn(CC(=O)Nc2sc3c(c2C(N)=O)CCCCC3)c(C)c1[N+](=O)[O-],5
COc1cc(C(=O)Nc2ccc(-c3nc4cc(C)c(C)cc4o3)cc2)cc(OC)c1OC,3
COc1cccc(C(=O)NCc2cn3cccc(C)c3n2)c1,-3
Cc1ccc(-n2nnnc2SCC(=O)NCCc2ccccc2)cc1C,6
Cc1ccc(CNC(=O)CCC2CCCN(S(=O)(=O)c3ccc(C)s3)C2)o1 (stereo not given),4
CCOc1ccc(OCC(=O)NCCS(=O)(=O)N2CCN(c3ccc(F)cc3)CC2)cc1,2
O=C(CCC1CCCN(C(=O)Cc2cccnc2)C1)NCc1ccccc1F (stereo not given),-13
CCCCCCC(=O)Nc1ccc2nc3c(=O)n(C)c(=O)n(C)c3nc2c1C,2

At a glance, 3 of the compounds above:
smiles,RBX1-CUL1 inh
COc1ccc(CCN=C(N)C(C)c2ccc(C(C)C)cc2)cc1OC (stereo not given),4
Cn1c(=O)c2c(ncn2CC(=O)Nc2nccs2)n(C)c1=O,-4
CCCCC1C(=O)n2nc(C)c(-c3ccc(Cl)cc3)c2N=C1C (stereo not given),1

The list goes on:
smiles,RBX1-CUL1 inh
CCOC(=O)c1c(NC(=O)CSc2nc(-c3ccc(OC)cc3)cc(C(F)(F)F)n2)sc(C)c1C,6
CN1C2=N/C(=C/c3ccco3)C(=O)N2C(=O)c2ccccc21,13
COc1cc(OC)cc(C(=O)NCCCCc2ccccc2)c1,-1
COCCN(C)c1nc2nonc2nc1N1CCCCCC1,11
CC1Cc2cc(C(=O)N3CCCCC3)ccc2N1S(=O)(=O)c1ccccc1 (stereo not given),-1
Cc1nn(C)cc1/C=C(\C#N)C(=O)NCCc1ccccc1,3
Cc1cc(C)c(Cn2c3ccccc3c3cnn(CC(=O)NC4CCC(C)CC4)c(=O)c32)c(C)c1 (stereo not given),-2
CC1CN(c2ccc(Cl)cc2)c2nc3c(c(=O)[nH]c(=O)n3C)n2C1 (stereo not given),7
O=C(O)c1ccc(N2N=C(c3ccccc3)/C(=C/c3ccccc3)C2=O)cc1,7
CN(Cc1cccnc1)C(=O)c1coc(COc2ccccc2)n1,-5
CN1CCN(CCCN=C2c3ccccc3OC(=O)C2N)CC1 (stereo not given),1
CCCN1CCN(c2ncnc3sc(C(=O)Nc4ccc(N(CC)CC)cc4C)c(C)c23)CC1,-8
COc1ccc(CN2CCOc3ccc(C(O)CCc4ccccc4)cc3C2)cc1OC (stereo not given),-3
O=c1[nH]ncc(N2CCN(Cc3ccccc3)CC2)c1Cl,-11
COc1ccccc1CN1CC(C(=O)NCc2ccc3[nH]c(C)cc3c2)CCC1=O (stereo not given),9
CC1=CC(C(F)(F)F)(C(F)(F)F)C(C#N)C(=N)N1c1ccc(C(N)=O)cc1 (stereo not given),7
O=C1N(Cc2ccc(F)cc2)CCCC1(O)CN1CCCOCC1 (stereo not given),1
N#Cc1ccc(NC(=O)COCc2cc(-c3ccc(F)cc3)on2)cc1,-6
CCN(CC)S(=O)(=O)c1ccc2c(c1)N(CC(=O)N1CCN(c3ccc(OC)cc3)CC1)C(=O)CO2,-3
COc1cccc(-c2ccc3c(N)c(C(=O)NCc4ccc(C(F)(F)F)cc4)sc3n2)c1,-2

Additional structures follow.
smiles,RBX1-CUL1 inh
O=C(Oc1cc(=O)oc2c1c(=O)n1c3c(cccc23)CCC1)c1ccc(Cl)cc1,-10
O=S1(=O)NC(Nc2c(Cl)cc(Cl)cc2Cl)C2CCCCC21 (stereo not given),-2
CCOC(=O)c1cc(S(=O)(=O)Nc2cc(OC)ccc2OC)[nH]n1,4
Nc1c(C(=O)c2ccc3c(c2)OCCO3)sc2nc3c(cc12)CCCC3,-2
CC(=O)N1c2ccccc2C(C)CC1(C)C (stereo not given),1
O=C(NCc1cccnc1)c1ccc(N2CCC(NCc3csc(Cc4ccccc4)n3)CC2)cc1,12
CCCC(=O)c1ccc(Oc2nc3c(c(=O)n(C)c(=O)n3C)n2Cc2ccc(OCC)c(OCC)c2)cc1,-3
COc1cccc(-n2cc(C(=O)Oc3cccc(C(F)(F)F)c3)c3ccccc3c2=O)c1,6
O=C(N/N=C/c1cc(Br)c(O)c(Br)c1O)C1COc2ccccc2O1 (stereo not given),13
COc1ccccc1-c1noc(-c2ccc(N(C)Cc3ccccc3)c([N+](=O)[O-])c2)n1,5
O=C1CN(Cc2cn(C3CCN(C(=O)Nc4ccc(F)cc4)CC3)nn2)CCN1,4
O=C(Cn1ncc2c3ccccc3n(Cc3ccc(Cl)cc3)c2c1=O)NCc1cccs1,-9
COc1ccc(S(=O)(=O)N2CCC(C(=O)NCc3ccccn3)CC2)cc1C,1
Cc1ccc(CCNC(=O)C2C=Nc3ccc(S(=O)(=O)Nc4ccc(C)cc4C)cc3C2=O)cc1 (stereo not given),2
O=C(NCCc1cc(=O)[nH]cn1)C1CC(=O)N(c2cccc(Cl)c2)C1 (stereo not given),3
CCCc1c(C(=O)OCC)cnc2nc(C)nn12,15
CCS(=O)(=O)c1ncc(CN2CCCC2c2nccs2)n1CCOC (stereo not given),-2
CCn1c(C)cc(CC2=NC(=O)N(Cc3ccccc3)C2=O)c1C,7
Cc1oc2c(O)c(O)ccc2c(=O)c1Oc1ccc(F)cc1,56*
Cc1ccccc1CCC1CCCN(C(=O)c2cc(=O)n(C)c(=O)n2C)C1 (stereo not given),-1

In the list so far, these contain a nitro group on carbon.
smiles,RBX1-CUL1 inh
CCc1ccccc1NC(=O)c1ccc([N+](=O)[O-])o1,-12
O=[N+]([O-])c1ccccc1NC1OC(CO)C(O)C(O)C1O (stereo not given),-5
Cc1nn(CC(=O)Nc2sc3c(c2C(N)=O)CCCCC3)c(C)c1[N+](=O)[O-],5
COc1ccccc1-c1noc(-c2ccc(N(C)Cc3ccccc3)c([N+](=O)[O-])c2)n1,5

(listing goes on)
smiles,RBX1-CUL1 inh
COc1ccc(NC(=O)Cn2c(=O)n(-c3ccc(C)cc3)c(=O)c3c2cnn3C)cc1,3
c1cc(-c2cnccn2)cc(-c2ccn(Cc3cncn3C3CCCC3)n2)c1,2
CCC1=Nc2cccc3cccc(c23)N1,-3
N#CC1C(=N)OC2=C(COC/C2=C/c2cccs2)C1c1cccs1 (stereo not given),10
CS(=O)C=C(C(C)(C)C)C(C)(C)C (stereo not given),0
CC1(C)Cc2nc(N3CCOCC3)ncc2C(NC(=O)c2ccc(F)cc2)C1 (stereo not given),-5
CCOc1ccccc1C(=O)NC1(C(F)(F)F)NC(=O)N(c2ccc(OC(F)(F)F)cc2)C1=O (stereo not given),-2
Cc1cc(=O)n(Cc2ccc(F)cc2Cl)c2c1c(C)nn2C,4
COC(=O)NC(=O)c1cn(Cc2ccc(Cl)cc2)c(=O)[nH]c1=O,-1
Cc1cc(C)n(-c2nc(N/N=C/c3cc(Br)cc([N+](=O)[O-])c3O)nc(Nc3ccccc3)n2)n1,8
COc1ccc(/C=C2/N=C(c3ccco3)NC2=O)cc1,-5
Cc1cc(C)c(S(=O)(=O)N[C@@H](C(C)C)C(O)(c2ccccc2)c2ccccc2)c(C)c1,10
COc1cccc(-c2noc(-c3ccc(NCC4CCCO4)nc3)n2)c1OC (stereo not given),3
CC(=O)Nc1nonc1-c1nnc(SCC(=O)Nc2c(C)cccc2C)n1-c1ccccc1,-9
CCOc1c(Br)cc(C2CC(C(=O)O)=Nc3ncnn32)cc1OC (stereo not given),-9
CC(=O)Nc1nc2ccccc2n1Cc1ccc(F)cc1,0
CCC1CCCCN1C(=O)CC1(c2ccccc2OC)CC(=O)N(C)C1=O (stereo not given),8
CCCCN(CCCC)c1ccc(/C=C2\N=C(SCC)SC2=O)cc1,8
COc1ccccc1CCNC(=O)Cc1ccc(N2CCC(NC(C)Cc3ccsc3)CC2)cc1 (stereo not given),4
Cc1ccc(C)c(OCCCCCCNCc2ccco2)c1C,8

3 of the entries above in order of the RBX1-CUL1 inh value, smallest number first:
smiles,RBX1-CUL1 inh
CC1(C)Cc2nc(N3CCOCC3)ncc2C(NC(=O)c2ccc(F)cc2)C1 (stereo not given),-5
CCC1=Nc2cccc3cccc(c23)N1,-3
c1cc(-c2cnccn2)cc(-c2ccn(Cc3cncn3C3CCCC3)n2)c1,2

High-throughput results (PubChem BioAssay)
